# NOD2 RIPK2 PPI – NOD2-RIPK2 protein interaction inhibition; O43353; CHO BLA complementation NOD2-RIPK2, CCF4 ratio; inhibition, % at 4.98 µM; 360,000 compounds, 0.38% hits; in the data active = inhibition above about 21%;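 also: 0% = vehicle only and 100% = reference blocker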
# ABCB6 inh MLPCN – human ABCB6 transporter inhibition; Q9NP58; K562-ABCB6 porphyrin accumulation, flow cytometry, 1 h; hits give low values; fluorescence ratio to DMSO, % at 10 µM; 360,000 compounds, 0.19% hits; AID 602162;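 active = fluorescence ratio to DMSO below 75%, the collection mean minus 3 SD; inconclusive = too few cells collected in the well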;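 also: signal is porphyrin accumulated inside mitochondria; 100% equals median channel fluorescence of DMSO control wells; lower ratio means ABCB6 inhibition with less porphyrin fluorescence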
# N-glyco inh – blocks N-linked glycosylation in D54 reporter cells; D54 ERlucT glycosylation luciferase reporter, 24 h; percent of 100 nM tunicamycin response; reporter increase, % at 12.5 µM; 360,000 compounds, 0.23% hits;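 active = mean luciferase reporter signal, scaled so untreated is 0 and the glycosylation-blocking control 100, at or above a set limit in every replicate; inconclusive = mean reaches the limit but not every replicate does; inactive = mean below the limit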;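 also: luciferase carries N-glycosylation sites so blocking glycosylation raises the light; 0% = median of neutral control wells and 100% = median of 100 nM tunicamycin wells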
# MC4R antagonist – human MC4R antagonism in cAMP assay. P32245. AID 540295. 360,000 compounds, 0.48% hits. MC4R-expressing cells, MTII-stimulated cAMP, LANCE TR-FRET. inhibition, % at 6.5 µM;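 active = inhibition above its plate's cutoff, the mean of tested wells on that plate plus 3 SD, cut at about 29% in these data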;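 also: 0% = Melanotan II alone and 100% = Melanotan II plus saturating MCL0020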
#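 Material – human MC4R-expressing U2OS cells · Repeats – no replicates · Detection – TR-FRET with Eu-cAMP and labeled anti-cAMP, 671 nm · Times – compound 30 min, challenge 1 h, detection 1 h · Compound – single nominal compound dose of 6.5 µM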
# Vif imaging – inhibitors of HIV Vif | HEK293T cells, Vif self-association by quenched fluorescence, imaging, 24 h | inhibition, % at 7.49 µM | 340,000 compounds, 0.35% hits | AID 602346; in the data active = inhibition above about 50%, passing the limit was not always enough; inconclusive = no clear call, values can overlap the other calls; inactive = below about 31%; also: some results filed as inactive read as strong as hits
# aDG glyco act – increases alpha dystroglycan glycosylation; activation, % at 10 µM; Pro5-aDG cells, alpha-DG glycosylation AlphaScreen (IIH6); 0% Pro5, 100% B10-LARGE cell signal; 360,000 compounds, 0.22% hits; AID 624168;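 active = activation of at least 8% versus controls, or a plate z-score of at least 8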;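 also: Pro5 are CHO cells carrying HIG-tagged alpha-DG that lacks glycosylation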
# MC4R ag barr – human MC4R agonism via beta-arrestin; AID 540308; 360,000 compounds, 0.98% hits; activation, % at 8.9 µM; U2OS MC4R beta-arrestin complementation, luminescence; percent of melanotan II response, DMSO zero; P32245;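 active = activation above a per-plate cutoff, the mean activation of sample wells on that plate plus 3 SD, cut at about 8% in these data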
# TLR9-MyD88 block – inhibitors of human TLR9-MyD88 binding; 340,000 compounds, 0.21% hits; inhibition, % at 4.98 µM; CHO BLA complementation TLR9-MyD88, CCF4 FRET ratio; Q9NR96+Q99836; AID 504734;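 active = inhibition above the mean over all tested compounds plus 3 SD, cut at about 21% in these data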;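 also: 0% = DMSO only wells and 100% = clavulanate BLA inhibitor control wells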
# ABHD5-PLIN5 inh – inhibitors of human ABHD5-perilipin-5 interaction | inhibition, % at 4 µM | Q00G26+Q8WTS1 | 360,000 compounds, 0.78% hits | AID 602281 | Split G. princeps luciferase complementation, luminescence, 4 h;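 active = inhibition above the mean inhibition across every tested compound plus 3 SD, cut at about 22% in these data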;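 also: 0% = DMSO only wells and the 100% control is not disclosed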
# Target sequence (Q00G26 whole entry, looked up): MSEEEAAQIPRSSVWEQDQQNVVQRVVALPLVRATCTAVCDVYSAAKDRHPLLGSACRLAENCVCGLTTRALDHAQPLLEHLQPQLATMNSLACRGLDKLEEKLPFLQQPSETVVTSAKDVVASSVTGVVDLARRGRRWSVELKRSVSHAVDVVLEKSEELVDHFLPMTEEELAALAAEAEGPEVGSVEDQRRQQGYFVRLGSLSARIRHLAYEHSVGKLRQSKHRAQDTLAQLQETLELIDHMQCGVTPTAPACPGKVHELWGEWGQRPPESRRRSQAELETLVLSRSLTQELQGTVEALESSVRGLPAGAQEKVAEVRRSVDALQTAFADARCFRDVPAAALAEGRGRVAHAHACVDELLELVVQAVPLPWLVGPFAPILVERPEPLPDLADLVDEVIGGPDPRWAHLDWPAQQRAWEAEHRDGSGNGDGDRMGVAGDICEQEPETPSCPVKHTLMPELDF
# Target sequence (Q8WTS1 whole entry, looked up): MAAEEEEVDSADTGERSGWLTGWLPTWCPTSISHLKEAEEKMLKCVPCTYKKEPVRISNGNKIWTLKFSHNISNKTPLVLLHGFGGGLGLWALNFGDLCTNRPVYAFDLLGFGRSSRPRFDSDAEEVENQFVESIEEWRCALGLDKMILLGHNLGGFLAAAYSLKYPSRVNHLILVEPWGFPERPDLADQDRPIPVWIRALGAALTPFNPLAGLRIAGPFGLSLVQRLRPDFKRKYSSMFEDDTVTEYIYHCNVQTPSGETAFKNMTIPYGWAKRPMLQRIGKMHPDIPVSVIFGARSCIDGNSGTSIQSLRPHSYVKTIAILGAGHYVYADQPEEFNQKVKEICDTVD
# Exocytosis inh – lytic granule exocytosis inhibition. TALL-104 LAMP-1 surface exposure, flow cytometry; cells stimulated with thapsigargin and PMA. inhibition, % at 10 µM. 360,000 compounds, 0.66% hits. AID 651702;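 active = inhibition above about 55%, limit read from the data; inconclusive = no clear call, values can overlap the other calls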
# The depositor's hits bear a star; ? = inconclusive; nt = no result given.
[1] COc1ccc(C(=O)NC(=S)N2CCNC(=O)C2)cc1Br
[2] O=C1/C(=C/c2ccncc2)CCc2ccccc21
[3] Cc1ccc(-c2nnc(CCC(=O)NCC3C4CC5CC(C4)CC3C5)o2)s1 (stereo not given)
[4] COc1ccc(-c2csc(Nc3cccc(C)n3)n2)cc1OC
[5] COc1cc(NS(=O)(=O)c2ccc(NC(=O)COc3ccc(C)cc3)cc2)nc(OC)n1
[6] CC1=C(C(=O)N2CCCCCC2)CC(CC(=O)NCCCCc2ccccc2)C(=O)N1Cc1ccccc1 (stereo not given)
[7] CC(=O)C1=C(O)C(=O)N(c2ccc(Br)cc2)C1c1cccc([N+](=O)[O-])c1 (stereo not given)
[8] CCO[C@@H]1OC(C(=O)O)=C[C@H](c2ccc(Br)cc2)[C@H]1CCCO

Assay by compound	1	2	3	4	5	6	7	8
NOD2 RIPK2 PPI	8	-4	-5	4	-1	-2	-1	-14
ABCB6 inh MLPCN	99	97	104	101	98	93	95	102
N-glyco inh	1	13	-2	0	0	-1	0	4
MC4R antagonist	-2	16	10	-3	6	nt	-4	1
Vif imaging	2	12	-5	-6	0	nt	2	-6
aDG glyco act	0.1	0.2	-0.4	-0.3	-0.1	0.1	-0.1	1.4
MC4R ag barr	-2.9	0.9	0.6	-1.4	-1.4	nt	-0.7	0.5
TLR9-MyD88 block	1	-5	1	0	-1	nt	11	2
ABHD5-PLIN5 inh	-2	34*	-9	-2	-14	-4	0	-4
Exocytosis inh	-3	-1	1	3	4	6	-5	-2

[9] O=C(O)c1cccc(NC(=O)c2cccc(S(=O)(=O)N3CCc4ccccc43)c2)c1
[10] CC(=O)Nc1ccc(C2=NOC(C)(C)C(=O)N2Cc2cccc(C#N)c2)cc1
[11] COC(=O)C1=C(C)NC(=O)C1(Nc1nccs1)C(F)(F)F (stereo not given)
[12] COC(=O)CN(c1ccc(F)cc1)S(=O)(=O)c1ccccc1
[13] CCN(CC)C(=O)N1c2ccccc2C=Cc2ccccc21
[14] COc1ccc(CNCc2cccc(Oc3ccccc3)c2)cc1
[15] O=C(NNC(=O)c1ccccc1O)c1ccc(NS(=O)(=O)c2ccc(F)c(F)c2)cc1
[16] CN(CC(=O)Nc1ccc(F)cc1)C(=O)COC(=O)CNC(=O)c1ccc(Cl)cc1Cl

Assay by compound	9	10	11	12	13	14	15	16
NOD2 RIPK2 PPI	-1	-7	9	3	-7	-8	7	3
ABCB6 inh MLPCN	104	92	90	90	99	97	102	98
N-glyco inh	0	0	0	0	-8	-2	2	0
MC4R antagonist	-3	16	-4	4	2	5	7	2
Vif imaging	7	3	23	nt	-2	2	-4	-1
aDG glyco act	0.0	-0.3	0.1	0.1	-0.4	0.9	0.0	0.0
MC4R ag barr	-0.3	-1.2	-1.1	-0.8	-1.6	-0.6	1.9	0.4
TLR9-MyD88 block	0	nt	-1	7	-2	-8	-8	-7
ABHD5-PLIN5 inh	9	0	-9	-1	-4	2	-3	0
Exocytosis inh	-2	-1	18	0	1	4	2	-4

[17] CC(=O)N1C(=O)N(C(C)=O)C2C1N(C(C)=O)C(=O)N2C(C)=O (stereo not given)
[18] O=C(CSc1ncccc1C(=O)O)NC1CCCCC1
[19] COC(=O)c1ccc(C)c(NC(=O)C2COc3ccccc3O2)c1 (stereo not given)
[20] Cc1cc(C)cc(NC(=O)Nc2cccnc2)c1
[21] COC(=O)COc1ccc(-n2cnnn2)cc1
[22] O=C1COc2ccc(C(=O)COC(=O)C3CCN(S(=O)(=O)c4cccs4)CC3)cc2N1
[23] COc1ccc(C2=NN(CC(=O)Nc3ccccc3C)C(=O)CC2)cc1
[24] CCOC(=O)C1C(c2ccccc2)NC(=S)NC1(C)O (stereo not given)

Assay by compound	17	18	19	20	21	22	23	24
NOD2 RIPK2 PPI	5	0	-2	-12	11	-16	-14	2
ABCB6 inh MLPCN	95	107	94	91	98	100	98	93
N-glyco inh	1	2	-2	1	-1	1	2	0
MC4R antagonist	3	-3	6	6	11	1	5	16
Vif imaging	4	17	7	-13	10	1	-2	-8
aDG glyco act	-0.2	1.5	-0.1	0.1	0.0	0.2	0.0	-0.1
MC4R ag barr	-2.0	-0.3	-3.4	-1.6	-2.7	-1.2	-0.3	-0.9
TLR9-MyD88 block	-4	10	-4	2	4	-4	-8	2
ABHD5-PLIN5 inh	-6	5	-2	1	8	1	3	-4
Exocytosis inh	-2	3	2	-12	-2	0	0	-3

[25] O=C(Nc1nnc(-c2ccccc2F)s1)c1cccnc1
[26] O=c1[nH]n(-c2ccc(Cl)cc2)c(=O)c(Cl)c1Cl
[27] COc1ccc(CCN2C(=NC(=O)C(C)C)SC3CS(=O)(=O)CC32)cc1 (stereo not given)
[28] COc1ccc2nc(N3C(=O)CC(Cc4ccc(Cl)cc4)C3=O)sc2c1 (stereo not given)
[29] COc1ccc(N2CC(C(=O)N[C@@H](C)C(=O)NCCc3ccccc3)CC2=O)cc1 (stereo not given in full)
[30] CCN(CC(=O)NCc1ccc(F)cc1)C(=O)c1cc2ccccc2o1
[31] O=C(Nn1cnc2ccccc2c1=O)c1ccc(Cl)c([N+](=O)[O-])c1
[32] Cc1nn(CC(=O)N2CCC(N3CCCCC3)CC2)c(=O)c2c1sc1ccccc12

Assay by compound	25	26	27	28	29	30	31	32
NOD2 RIPK2 PPI	1	0	-7	3	-6	-5	0	-26
ABCB6 inh MLPCN	96	100	100	95	104	99	97	108
N-glyco inh	3	3	-1	1	2	4	-1	1
MC4R antagonist	-3	-1	10	14	-5	4	13	-2
Vif imaging	-2	16	3	0	8	2	13	-7
aDG glyco act	-0.2	0.1	0.0	0.1	-0.1	0.1	0.2	-0.4
MC4R ag barr	1.4	0.1	-2.1	1.5	-3.3	-1.9	-1.9	-0.1
TLR9-MyD88 block	5	-9	7	4	-3	6	5	14
ABHD5-PLIN5 inh	2	8	1	2	16	7	-4	7
Exocytosis inh	0	0	-5	16	-4	-14	-3	16

[33] CCC(CC)c1nnc(NC(=O)CCS(=O)(=O)Cc2ccccc2)s1
[34] O=C1CCN(Cc2ccccc2)CCN1CCO
[35] COc1cccc(N(CC(=O)NC2CCCCCC2)S(=O)(=O)c2ccccc2)c1
[36] CCOC(=O)N1CCC(NC(=S)Nc2ccc3nc(N4CCN(C)CC4)cc(C)c3c2)CC1
[37] CCC(C)N(C(=O)COC(=O)c1nc(Cl)ccc1Cl)C1CCS(=O)(=O)C1 (stereo not given)
[38] CCOc1ccc(N(C(=O)c2snc(C(N)=O)c2N)C(C(=O)NCC2CCCO2)c2c[nH]c3ccccc23)cc1 (stereo not given)
[39] CCOC(=O)CSc1nnc(Cc2ccccc2)n1CC1CCCO1 (stereo not given)
[40] Cc1ccc(Oc2ncccc2/C=N/OCc2ccc(Cl)cc2Cl)cc1

Assay by compound	33	34	35	36	37	38	39	40
NOD2 RIPK2 PPI	0	-11	-13	-22	-5	0	-12	7
ABCB6 inh MLPCN	97	98	91	93	99	93	98	95
N-glyco inh	-11	-1	-2	1	0	0	-1	0
MC4R antagonist	8	1	3	-1	2	12	-1	0
Vif imaging	19	nt	-4	-2	-9	-7	1	12
aDG glyco act	0.2	0.0	0.4	0.2	-0.2	0.4	-0.2	-0.1
MC4R ag barr	0.8	1.6	2.5	-1.5	-3.4	0.6	-1.6	-1.1
TLR9-MyD88 block	-7	-9	11	0	-1	0	9	-3
ABHD5-PLIN5 inh	-2	-2	0	5	-9	-1	4	-8
Exocytosis inh	-2	-2	0	-3	-5	-8	1	8

[41] CCCCN1C(=O)C(CC(=O)NCCCN(C)C)CC(C(=O)N(CC)CC)=C1C (stereo not given)
[42] C=CCC(NC(C)c1ccccc1)c1ccco1 (stereo not given)
[43] COc1cc2c(cc1OC)CN(C1CCCN(Cc3cc(Cl)ccc3O)C1)CC2 (stereo not given)
[44] CN(Cc1ccc(Cl)cc1)C(=O)c1ccccc1SCC(=O)N1CCCC1
[45] COCCCn1c(=O)cc(C)[nH]c1=S
[46] Cn1cc(Cc2ccc(C(=O)N3CCCCC3)cn2)c2ccccc21
[47] CCCS(=O)(=O)N1CCC(C(=O)NCCN2CCCC2)CC1
[48] CC1=C(C(=O)Nc2cccc(C(=O)NCc3ccc(F)cc3)c2)SCCO1
[49] Nn1c(Cc2cccc3ccccc23)nnc1SCn1nnc2ccccc2c1=O
[50] COc1cc(NC(=O)c2ccc3nsnc3c2)cc(OC)c1OC
[51] Cc1cc2c(cc1C)NC1=C(N2)OC(c2cccc(O)c2)C1=O (stereo not given)

Assay by compound	41	42	43	44	45	46	47	48	49	50	51
NOD2 RIPK2 PPI	-10	4	2	-6	0	4	-12	-4	-7	-2	-8
ABCB6 inh MLPCN	99	96	99	96	102	96	109	101	103	104	97
N-glyco inh	2	1	0	-2	0	1	1	-2	3	1	2
MC4R antagonist	1	2	-3	-2	-4	8	0	4	4	9	4
Vif imaging	-2	6	-4	-5	-4	8	5	?	-2	-5	9
aDG glyco act	-0.2	0.1	-0.2	0.1	0.0	2.2	-0.1	-0.1	3.5	0.0	0.2
MC4R ag barr	-1.2	0.2	-2.3	-1.1	1.9	1.5	0.2	-0.3	-2.5	-1.0	0.1
TLR9-MyD88 block	6	-8	-8	1	3	nt	-2	2	0	-3	-10
ABHD5-PLIN5 inh	-1	9	3	4	6	0	1	10	-9	-5	4
Exocytosis inh	-8	1	19	1	-2	-4	-3	-3	0	-8	11

# Assay outcomes from PubChem.

# The list is partial, so the mix of outcomes need not match the whole.
